BLM helicase inh – qHTS Assay for Inhibitors of Bloom's syndrome helicase (BLM). RecQ-like DNA helicase BLM (Homo sapiens), P54132. recombinant BLM DNA unwinding, fluorescence dequenching. Potency, µM (doses to about 56.1 µM), without a hit: top-dose activity change, negative = inhibition, hits mostly inhibitors. 350,000 tested, 0.2% active;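 also: potency is read from the fitted curve at half-maximal effect; plate controls were vehicle for no effect and no enzyme for full effect; nearly all actives have a fitted effect of over 35% in size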
Pol beta inh – qHTS Assay for Inhibitors of DNA Polymerase Beta; 340,000 tested, 1.3% active; P06746; Pol beta primer extension/strand displacement, fluorescence kinetic; Potency, µM (titrated, usually from 114 µM), for the others: top-dose activity change, negative = inhibition, most hits filed as inhibitors; AID 485314, 2010; also: potency is read from the fitted curve at half-maximal effect; % is scaled to controls: 0 for no effect and ±100 for the full control effect
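Kinetic readout of DNA synthesis with strand displacement by Pol beta. Compound and 10 nM enzyme sit 15 min at room temperature; 50 nM substrate starts the reaction, read immediately and at 10 min.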
POLK inh – qHTS for Inhibitors of Polymerase Kappa. 400,000 tested, 0.53% active. Potency, µM (highest dose often 107 µM), for inactives: top-dose activity, negative = inhibition, hits mostly inhibitors. DNA polymerase kappa (Homo sapiens), Q9UBT6. purified Pol kappa, fluorescent DNA synthesis assay, 10 min. AID 588579, 2011; also: potency is read from the fitted curve at half-maximal effect; % is scaled to controls: 0 for no effect and ±100 for the full control effect
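10 nM Pol kappa preincubated 15 min at room temperature with compounds, then reaction started with substrate at 50 nM final. Fluorescence read kinetically at 0 and 10 min; buffer-only wells served as negative control.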
Anesthetic bind – qHTS Assay for Identification of Novel General Anesthetics. Ferritin light chain (Equus caballus), P02791. apoferritin/1-aminoanthracene competitive binding, fluorescence. Potency, µM (titrated, usually from 77.5 µM), without a hit: top-dose activity change, negative = displacement, usual class: inhibitors. 350,000 tested, 0.074% active. AID 485281, 2010; also: potency is read from the fitted curve at half-maximal effect; % is scaled to controls: 0 for no effect and ±100 for the full control effect; nearly all actives have a fitted effect of over 20% in size
Target sequence (P02791 2-175 limits assumed): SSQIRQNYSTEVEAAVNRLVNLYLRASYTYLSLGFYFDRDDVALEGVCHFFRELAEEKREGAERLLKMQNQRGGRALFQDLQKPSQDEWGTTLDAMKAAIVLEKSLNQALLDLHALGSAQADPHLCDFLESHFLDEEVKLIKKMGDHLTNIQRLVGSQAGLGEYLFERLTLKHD
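Horse-spleen apoferritin (10 uM) in 50% saturated 1-aminoanthracene in PBS was incubated 10 min at room temperature with compound. Fluorescence (ex 380, em 535 nm) was normalized to free and bound 1-AMA, with concentration-response fitted by a four-parameter Hill equation.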
PGK inhibitor – qHTS Assay to Find Inhibitors of Phosphoglycerate Kinase; AID 602233, 2012; 380,000 tested, 0.043% active; PGK/GAPDH coupled, Kinase-Glo luminescence, 60 min; Potency, µM (highest dose often 57.5 µM), inactives show top-dose activity change, negative = inhibition, hits mostly inhibitors; Phosphoglycerate kinase, glycosomal (Trypanosoma brucei brucei), P07378; also: potency is read from the fitted curve at half-maximal effect; % is scaled to controls: 0 for no effect and ±100 for the full control effect; nearly all actives have a fitted effect of over 60% in size
Target sequence (P07378 whole entry, looked up): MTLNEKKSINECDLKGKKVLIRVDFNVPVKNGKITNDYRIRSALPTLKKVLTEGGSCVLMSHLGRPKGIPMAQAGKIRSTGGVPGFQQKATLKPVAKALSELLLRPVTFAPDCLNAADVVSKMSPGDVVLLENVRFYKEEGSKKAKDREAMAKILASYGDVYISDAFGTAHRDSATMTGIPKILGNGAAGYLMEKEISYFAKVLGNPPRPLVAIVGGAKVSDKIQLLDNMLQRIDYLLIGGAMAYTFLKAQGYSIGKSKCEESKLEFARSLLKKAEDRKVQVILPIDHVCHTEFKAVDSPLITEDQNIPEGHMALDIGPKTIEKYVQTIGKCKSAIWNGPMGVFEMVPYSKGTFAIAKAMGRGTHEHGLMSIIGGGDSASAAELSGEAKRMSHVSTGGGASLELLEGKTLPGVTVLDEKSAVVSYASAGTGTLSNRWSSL
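Recombinant glycosomal PGK reaction used 1,3-bisphosphoglycerate generated in-well by GAPDH (100nM final) in 100mM TEA pH 7.6, 5mM MgCl2, 0.01% Tween-20. After 60 minutes at room temperature, ATP was read by Kinase-Glo Plus luminescence end-point.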
Pol iota inh – qHTS for Inhibitors of Polymerase Iota. Potency, µM (titrated, usually from 115 µM), for the others: at the highest dose activity, negative = inhibition, hits mostly inhibitors. 390,000 tested, 1% active. Pol iota fluorescent replication assay, 10 min. DNA polymerase iota (Homo sapiens), Q9UNA4; also: potency is read from the fitted curve at half-maximal effect
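Fluorescent replication assay read twice, at 0 min and 10 min after adding 50 nM (final) substrate. Enzyme (10 nM) and compounds were first incubated 15 min at room temperature; enzyme-free buffer wells were negative controls.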
RXFP1 antag – qHTS Assay for Antagonists of the Relaxin Receptor RXFP1; HEK293-RXFP1, relaxin-stimulated cAMP HTRF, 30 min; stronger effect = lower value; activity change, negative = inhibition, % at 57.5 µM; 350,000 tested, 0.59% active; AID 1259400, 2018;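 active = activity change of -60% or lower, but not beyond a set lower limit; inconclusive = change between -60% and -40%, or beyond the set limit; inactive = change above -40%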; also: % is scaled to controls: 0 for no effect and ±100 for the full control effect
APEX1 inh – qHTS Assay for Inhibitors of the Human Apurinic/apyrimidinic Endonuclease 1 (APE1) | DNA repair nuclease/redox regulator APEX1 (Homo sapiens), P27695 | recombinant APE1, TAMRA/BHQ-2 abasic DNA cleavage fluorescence | Potency, µM (series often up to 65.8 µM), for inactives: top-dose activity change, negative = inhibition, most hits filed as inhibitors | 350,000 tested, 0.35% active;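 also: potency is read from the fitted curve at half-maximal effect; plate controls were vehicle for no effect and reference inhibitor for full effect; nearly all actives have a fitted effect of over 55% in size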
Target sequence (P27695 whole entry, looked up): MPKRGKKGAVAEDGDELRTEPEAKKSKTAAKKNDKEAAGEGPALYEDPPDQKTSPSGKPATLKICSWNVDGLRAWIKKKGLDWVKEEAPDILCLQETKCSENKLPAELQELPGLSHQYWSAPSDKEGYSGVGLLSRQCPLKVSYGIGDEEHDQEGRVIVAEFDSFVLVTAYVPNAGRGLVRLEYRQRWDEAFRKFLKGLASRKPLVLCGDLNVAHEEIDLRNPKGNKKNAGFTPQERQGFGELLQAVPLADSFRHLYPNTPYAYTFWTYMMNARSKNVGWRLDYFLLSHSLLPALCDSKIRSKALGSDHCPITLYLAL
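Measures dequenching upon AP-site incision of a 5'-TAMRA/3'-BHQ-2 THF-containing duplex, 50 nM; human APE1 0.75 nM after 15 min room-temperature exposure to compound; kinetic three-point read at one-minute spacing.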
Pol eta inh – qHTS for Inhibitors of Polymerase Eta. recombinant Pol eta, fluorescent DNA replication assay. Potency, µM (titrated, usually from 114 µM), for inactives: top-dose activity change, negative = inhibition, most hits filed as inhibitors. 390,000 tested, 1.2% active. AID 588591, 2011. DNA polymerase eta (Homo sapiens), Q9Y253; also: potency is read from the fitted curve at half-maximal effect; % is scaled to controls: 0 for no effect and ±100 for the full control effect
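Fluorescent replication assay: 50 nM final substrate added after a 15 min room-temperature compound preincubation with 10 nM enzyme. Signal taken at 0 min and again at 10 min.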
* marks the source's active call; other numbers are inactive results; i = inactive; ? = inconclusive; . = no result given; & = joins results of further samples; [ ] = remark or other dose. Unless noted, calls follow the shape of the dose curve; as a rule, active = well fitted curve in the direction sought with a large enough effect; inconclusive = small, poorly fitted or top-dose-only effect, or another doubt; inactive = no such curve, though single readings can be large; an effect the other way counts as inactive or inconclusive. Only part of the results is shown, so the mix of outcomes need not match the whole.

Below each compound: BLM helicase inh | Pol beta inh | POLK inh | Anesthetic bind | PGK inhibitor | Pol iota inh | RXFP1 antag | APEX1 inh | Pol eta inh
COc1cc2c(cc1NC(=O)c1cccc([N+](=O)[O-])c1C)oc1ccccc12
 : -8% | 0% | -13% | -11% | 3% | -7% | -12 | ? | -9%
O=c1[nH]c(CSc2nnnn2-c2ccc(Cl)cc2)nc2ccccc12
 : -7% | 3% | -4% | -7% | 2% | 64%[activator] | 1 | -8% | -22%
COc1ccc(-n2nnc3c(=O)n(CC(=O)N4CCCc5ccccc54)cnc32)cc1
 : -2% | -21% | 0% | 5% | 2% | 12% | 10 | 7% | -2%
CCCN1Cc2cccc(C(=O)N3CCN(c4ccccc4)CC3)c2C1=O
 : -3% | 9% | 6% | -6% | -2% | -9% | -4 | 2% | 0%
Cc1cccc(Nc2ncnc3nc[nH]c23)c1
 : 6% | -14% | 5% | -8% | -5% | 13% | . | 1% | -24%
CCC(=O)Nc1ccc(C(=O)NNC(=O)c2cc([N+](=O)[O-])cc([N+](=O)[O-])c2)cc1
 : -3% | -1% | -4% | -9% | i | 7% | -8 | 1% | 1%
CC(=O)c1cccc(NC(=O)c2ccc3c(c2)CCCC3)c1
 : -9% | 0% | -3% | -17% | 2% | 7% | 8 | -3% | ?
O=C(OCc1c(Cl)cccc1Cl)c1ccncc1
 : -1% | 19% | 9% | 0% | -4% | 6% | . | -9% | -9%
COc1ccc(Cl)cc1NC(=O)C1CCN(S(C)(=O)=O)CC1
 : -11% | 41% | -3% | -14% | -5% | 177%[activator] | 4 | 34% | -17%
CCN(CC(=O)NCCc1ccc(S(N)(=O)=O)cc1)Cc1nc2cc(OC)c(OC)cc2c(=O)[nH]1
 : 4% | 2% | -10% | -9% | 1% | 8% | -1 | -2% | 4%
CCOc1cc(S(=O)(=O)NCC2CCCO2)ccc1F (stereo not given)
 : -8% | 19% | 10% | -6% | -9% | 16% | -1 | 15% | -6%
C/C(CC(=O)NCc1ccco1)=N\NC(=O)Cc1cccc2ccccc12
 : -4% | 4% | -5% | ? | -3% | -9% | -18 | -3% | -11%
CCCS(=O)(=O)c1nc(S(=O)(=O)c2ccc(C)cc2)c(NCCCOC(C)C)s1
 : -4% | -12% | -22% | -8% | . | 28% | 2 | . | .
Cc1ccccc1S(=O)(=O)Cc1ccc(C(=O)NCCCN2CCN(C)CC2)o1
 : 5% | 30% | 1% | -12% | -4% | 19% | 4 | -1% | -12%
CC(=O)N(c1c(C)n(C)n(-c2ccccc2)c1=O)C1(C(=O)NC2CCCCC2)CCCCC1
 : -4% | 0% | -9% | -8% | 3% | 21% | -2 | -3% | 2%
COCCn1c(NCc2ccco2)nc2c1c(=O)[nH]c(=O)n2C
 : -3% | 3% | -1% | -1% | -6% | 52%[activator] | 6 | 2% | 1%
O=C(O)c1ccc2c(c1)S(=O)(=O)c1cc(Cl)ccc1C2=O
 : . | . | 6% | . | -6% | -5% | . | -8% | -13%
COC(=O)C(C)N(C(=O)c1ccc(C(=O)c2ccccc2)cc1)c1c(C)cccc1C (stereo not given)
 : -9% | 4% | -6% | ? | -4% | 19% | 4 | -3% | -20%
CCOc1ccc(CCNC(=O)c2cc(C)nc3c2c(C)nn3-c2cccc(F)c2)cc1
 : 1% | -9% | -4% | -18% | -2% | 23% | -6 | . | -22%
CC(C)C(C(=O)NCc1ccco1)N(Cc1ccco1)C(=O)CNS(=O)(=O)c1ccc(F)cc1 (stereo not given)
 : -3% | 12% | -2% | -9% | i | 43%[activator] | 8 | 57%[activator] | -12%
CN(Cc1cc(Cl)cc(Cl)c1)CC(C(=O)c1ccccc1)c1ccccc1 (stereo not given)
 : . | . | -4% | . | -4% | 8% | -9 | . | -5%
COc1ccc(-c2nc(SC(CC(=O)NCCO)c3cccs3)n[nH]2)cc1 (stereo not given)
 : -1% | 5% | 3% | -9% | 3% | 162%[activator] | -11 | 19% | -22%
CCOC(=O)c1cc(-c2ccccc2)sc1NC(=O)CN1C(=O)NC(CC)(c2ccc(F)cc2)C1=O (stereo not given)
 : -8% | 18% | -9% | -10% | -6% | -7% | -8 | 1% | -12%
CC(=O)/C(=N\Nc1ccccc1)Sc1nnc(-c2ccccc2)n1-c1ccccc1
 : -2% | 22% | -11% | 6% | -5% | -4% | -2 | 4% | -15%
CCCCCc1ccc(-c2cn(Cc3ccc4ccccc4c3)nn2)cc1
 : 3% | 7% | 13%&10% | 0% | i | 27%&19% | . | 36% | -6%
CCOc1ccc(N=CNc2ccc(OCC)cc2)cc1
 : -4% | 5% | 0% | 112%[activator] | 3% | 31%[activator] | 18 | -13% | -10%
CCSc1nnc(NC(=O)CN2C(=O)NC3(CCCC3)C2=O)s1
 : . | . | -17% | . | -12% | 26% | 9 | 18% | -10%
COC(=O)C(C)N1C(=O)S/C(=C/c2cc(C)n(-c3ccccn3)c2C)C1=O (stereo not given)
 : -3% | 4% | 0% | -10% | 0% | -5% | -13 | 1% | -11%
CCCN(c1ccc(C(C)C)cc1)S(=O)(=O)c1ccc2c(c1)oc(=O)n2CC(=O)OCC
 : -11% | 22% | -11% | 81%[activator] | -5% | 13% | -17 | . | -20%
COc1ccc(COC(=O)C2CCN(S(=O)(=O)c3cccs3)CC2)cc1
 : . | . | -4% | . | -12% | 52%[activator] | 5 | -12% | -25%
COc1ccc(CCNC(=O)CCn2c(=O)c3ccccc3n(Cc3ccccc3)c2=O)cc1OC
 : -9% | 29% | -6% | -7% | 4% | -5% | . | . | 2%
C[C@H]1CN([C@@H](C)CO)C(=O)Cc2cc(NC(=O)C3CC3)ccc2O[C@H]1CN(C)Cc1ccc(C(=O)O)cc1
 : . | . | 5% | . | -4% | -2% | . | 23% | -3%
O=C(COC(=O)CNC(=O)c1sc2ccccc2c1Cl)Nc1cc(Cl)cc(Cl)c1
 : -1% | -8% | -11% | -10% | -2% | 6% | -7 | 0% | -7%
C[C@@H]1CCC[C@]2(O[C@H](CCO)C[C@H](O)[C@H]2O)O1
 : 4% | 5% | -12% | -3% | 2% | -13% | . | 10% | -15%
O=C(COc1ccc2ccccc2c1Br)Nc1ccncc1
 : -2% | ? | -2% | -10% | -2% | 8% | 2 | -10% | -9%
COc1ccc(C)cc1Nc1n[n+](-c2ccccc2)c(-c2ccc(C(=O)O)cc2)s1
 : 4% | 41% | -8% | -17% | 8% | ? | . | 10% | 8%
N#Cc1ccc(CNc2cnccn2)cc1
 : -1% | 10% | -4% | -7% | i | -8% | -21 | -1% | -10%
CCOC(=O)COc1ccc(S(=O)(=O)NCCC2=CCCCC2)cc1
 : 3% | 2% | -8% | ? | -12% | -6% | -4 | -3% | -8%
Cc1cccc2sc(NNC(=O)c3ccc(S(=O)(=O)N4CCc5ccccc5C4)cc3)nc12
 : -15% | 7% | -10% | -5% | 6% | -18% | -3 | 2% | -16%
COCCNC(=O)CS(=O)Cc1nc(-c2ccc(Cl)cc2)oc1C (stereo not given)
 : -2% | 35% | 11% | -4% | i | 29% | -4 | 15% | -3%
Cc1ccc(-n2c(C)cc(C(=O)COC(=O)c3ccc[nH]c3=O)c2C)cc1C
 : 1% | -15% | -12% | -14% | 3% | 20% | -7 | -10% | -10%

For convenience, some entries already given:
Below each compound: BLM helicase inh | Pol beta inh | POLK inh | Anesthetic bind | PGK inhibitor | Pol iota inh | RXFP1 antag | APEX1 inh | Pol eta inh
Cc1cccc2sc(NNC(=O)c3ccc(S(=O)(=O)N4CCc5ccccc5C4)cc3)nc12
 : -15% | 7% | -10% | -5% | 6% | -18% | -3 | 2% | -16%
COCCNC(=O)CS(=O)Cc1nc(-c2ccc(Cl)cc2)oc1C (stereo not given)
 : -2% | 35% | 11% | -4% | i | 29% | -4 | 15% | -3%
Cc1ccc(-n2c(C)cc(C(=O)COC(=O)c3ccc[nH]c3=O)c2C)cc1C
 : 1% | -15% | -12% | -14% | 3% | 20% | -7 | -10% | -10%

Single records (already shown). Order of screens: BLM helicase inh | Pol beta inh | POLK inh | Anesthetic bind | PGK inhibitor | Pol iota inh | RXFP1 antag | APEX1 inh | Pol eta inh
CCOC(=O)COc1ccc(S(=O)(=O)NCCC2=CCCCC2)cc1 in the list: 3% | 2% | -8% | ? | -12% | -6% | -4 | -3% | -8%
Cc1cccc2sc(NNC(=O)c3ccc(S(=O)(=O)N4CCc5ccccc5C4)cc3)nc12 in the list: -15% | 7% | -10% | -5% | 6% | -18% | -3 | 2% | -16%

Fetched by compound from the list above:
Below each compound: BLM helicase inh | Pol beta inh | POLK inh | Anesthetic bind | PGK inhibitor | Pol iota inh | RXFP1 antag | APEX1 inh | Pol eta inh
O=C(COc1ccc2ccccc2c1Br)Nc1ccncc1
 : -2% | ? | -2% | -10% | -2% | 8% | 2 | -10% | -9%
C[C@H]1CN([C@@H](C)CO)C(=O)Cc2cc(NC(=O)C3CC3)ccc2O[C@H]1CN(C)Cc1ccc(C(=O)O)cc1
 : . | . | 5% | . | -4% | -2% | . | 23% | -3%
O=C(COC(=O)CNC(=O)c1sc2ccccc2c1Cl)Nc1cc(Cl)cc(Cl)c1
 : -1% | -8% | -11% | -10% | -2% | 6% | -7 | 0% | -7%
COCCNC(=O)CS(=O)Cc1nc(-c2ccc(Cl)cc2)oc1C (stereo not given)
 : -2% | 35% | 11% | -4% | i | 29% | -4 | 15% | -3%
Cc1ccc(-n2c(C)cc(C(=O)COC(=O)c3ccc[nH]c3=O)c2C)cc1C
 : 1% | -15% | -12% | -14% | 3% | 20% | -7 | -10% | -10%
